CHO parental Ca – signal in parental CHO cells, OX1R antagonist counter-screen. parental CHO-K1, ATP-induced calcium, Fluo-8 fluorescence. inhibition, % at 5.6 µM. hit rate 0.63% among 330,000. AID 463079;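 active = inhibition above that plate's mean sample inhibition plus 3 SD, cut at about 26% in these data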;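 also: 0% = ATP-challenged DMSO wells and 100% = DMSO wells without ATP; some compounds past the cut are filed as inactive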
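Assay system: parental CHO cells; Read-out basis: percent inhibition of ATP-evoked calcium rise, normalized to controls; Benchmarks: ATP and no-ATP DMSO wells; Compound dosing: single nominal dose of 5.6 µM per compound; Signal: Fluo-8 calcium dye fluorescence; Also added: ATP as calcium-mobilizing challenge; Repeats: singlicate.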
CHRM1 PAM – potentiates human M1 receptor response to acetylcholine | activation, % at 3 µM | hit rate 0.088% among 360,000 | CHO-K1 hM1, Fluo-8 calcium fluorescence, ACh EC20; 0% = ACh EC20, 100% = maximal ACh | P11229; in the data active = activation above about 19%, passing the limit was not always enough
TAAR1 antag – human TAAR1 antagonism; Q96RJ0; CHO RD-HGA16 TAAR1, Fluo-8 calcium fluorescence, antagonist; inhibition, % at 3 µM; hit rate 1.5% among 360,000;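 active = inhibition above a per-plate cutoff, the mean inhibition of test compounds on that plate plus 3 SD, cut at about 49% in these data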;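 also: 0% = DMSO plus EC80 beta-PEA response and 100% = DMSO alone without agonist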
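Test system: RD-HGA16 CHO cells with stable hTAAR1 and Gα16 / Probe or stimulus: EC80 β-phenethylamine stimulus / Times: seeding 17-24 h prior, 75-min 37 °C, 30-min RT dye loading / Detection: Fluo-8 calcium-sensitive fluorescence / Read-out basis: % inhibition scaled between DMSO and EC80 PEA controls / Repeats: singlicate, one well per test compound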
TAAR1 ag – agonists of human TAAR1 | activation, % at 3 µM | hit rate 0.99% among 360,000 | CHO RD-HGA16 TAAR1, Fluo-8 calcium fluorescence; vehicle wells 0%, saturating PEA agonist 100%;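 active = activation above the mean activation of all test compounds in the run plus 3 SD, cut at about 38% in these data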
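Assay system: CHO-derived RD-HGA16 cells with stable Gα16 and human TAAR1; timing: 17-24 h seeding, 75 min 37 °C dye, 30 min RT; read-out: % activation from peak over basal fluorescence ratio, DMSO-to-PEA scaled; measured by: kinetic Fluo-8 calcium fluorescence; benchmarks: low control DMSO, high control PEA (EC100); doses: 3 µM single concentration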
M1 antag – human CHRM1 antagonism. CHO-K1 hM1, Fluo-8 calcium fluorescence, ACh EC80 antagonist. inhibition, % at 3 µM. hit rate 1.3% among 360,000. AID 588852;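 active = percent inhibition above its own plate's cutoff, namely the mean of that plate's compound wells plus 3 SD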;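 also: peak over basal fluorescence ratio during 140 s after agonist addition; 0% = ACh EC80 plus DMSO and 100% = DMSO alone without agonist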
OXTR potentiator – potentiators of human oxytocin receptor | CHO-OTR cells, Fluo-8 calcium fluorescence, potentiator mode; 0% = oxytocin EC15, 100% = EC100 | activation, % at 3 µM | hit rate 0.061% among 320,000 | AID 2445;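 active = activation above that plate's cutoff, the mean activation of tested compounds plus 3 SD, cut at about 6.6% in these data, passing the limit was not always enough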;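 also: 100% uses oxytocin at 75 nM as the full agonist control; some results filed as inactive read as strong as hits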
Target sequence (P30559 whole entry, looked up): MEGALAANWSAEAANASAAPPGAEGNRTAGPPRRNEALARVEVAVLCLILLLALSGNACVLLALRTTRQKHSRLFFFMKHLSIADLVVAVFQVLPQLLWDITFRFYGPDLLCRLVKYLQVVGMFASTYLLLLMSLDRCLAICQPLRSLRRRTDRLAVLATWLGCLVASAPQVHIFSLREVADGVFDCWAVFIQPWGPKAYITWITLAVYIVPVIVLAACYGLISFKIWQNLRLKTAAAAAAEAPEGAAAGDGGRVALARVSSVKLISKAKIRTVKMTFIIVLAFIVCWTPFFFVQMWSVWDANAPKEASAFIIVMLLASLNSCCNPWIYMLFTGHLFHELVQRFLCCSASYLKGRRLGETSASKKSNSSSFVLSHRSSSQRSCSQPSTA
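Assay system: CHO cell line stably expressing human OTR | Also added: Oxytocin at about EC15, sub-maximal agonist stimulus | Times: Compound 6 min at room temperature before oxytocin, 100 s read | Measured by: Fluo-8 intracellular calcium fluorescence, ex 470-495, em 515-575 nm | Controls: EC15 oxytocin alone as 0%, 75 nM oxytocin as 100%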
V1R ag counter – V1a receptor agonism, counter-screen for OXTR agonists | P37288 | CHO-V1R cells, Fluo-8 calcium fluorescence, agonist mode; 0% DMSO, 100% 3 nM vasopressin | activation, % at 3 µM | hit rate 0.25% among 320,000;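 active = activation above the mean activation of all tested compounds plus 3 SD, per screening run, cut at about 20% in these data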;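 also: signal is peak over basal fluorescence ratio across a 100 second FLIPR read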
Target sequence (P37288 whole entry, looked up): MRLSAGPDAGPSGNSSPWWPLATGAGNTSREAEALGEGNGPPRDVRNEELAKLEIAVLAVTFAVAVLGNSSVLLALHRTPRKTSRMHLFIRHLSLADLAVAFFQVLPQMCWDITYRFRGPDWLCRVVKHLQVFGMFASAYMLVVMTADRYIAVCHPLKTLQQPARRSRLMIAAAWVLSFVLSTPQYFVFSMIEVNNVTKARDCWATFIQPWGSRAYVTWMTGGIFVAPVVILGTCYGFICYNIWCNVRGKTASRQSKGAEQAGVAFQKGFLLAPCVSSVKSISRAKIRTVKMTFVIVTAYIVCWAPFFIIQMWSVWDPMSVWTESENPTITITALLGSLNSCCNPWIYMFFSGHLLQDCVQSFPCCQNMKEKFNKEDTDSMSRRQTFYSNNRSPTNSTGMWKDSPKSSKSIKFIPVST
OXTR agonist – human OXTR agonism; AID 2435; hit rate 0.32% among 320,000; P30559; activation, % at 3 µM; CHO-OTR cells, Fluo-8 calcium fluorescence; normalized: DMSO 0%, oxytocin 100%;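 active = activation above the mean of all tested compounds plus 3 SD, cutoff set per screening run, cut at about 20% in these data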;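 also: peak over basal fluorescence ratio from a 100 s FLIPR kinetic read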
CHRM1 agonist – agonists of human M1 muscarinic receptor. P11229. CHO-K1 hM1, Fluo-8 calcium fluorescence, agonist mode; 0% DMSO, 100% acetylcholine EC100. activation, % at 3 µM. hit rate 0.33% among 360,000. AID 588814;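 active = activation above the run's mean compound activation plus 3 SD, cut at about 16% in these data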;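 also: peak over basal fluorescence ratio within a 140 s kinetic read after compound addition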
Numbers without * were called inactive; / = not tested or not shown.

Each structure is followed by: CHO parental Ca, CHRM1 PAM, TAAR1 antag, TAAR1 ag, M1 antag, OXTR potentiator, V1R ag counter, OXTR agonist, CHRM1 agonist
> COc1cc(CN2CCc3ccc(NC(=O)CCc4ccccc4OC)cc3C2)ccc1O
    -33, 6, -19, 4, -19, -8, 1.7, 1.4, -6
> CCOc1ccc(CCN2CN(C3CCCCC3)CNC2=S)cc1OCC
    -24, 10, -22, 2, -22, -6, 3.1, -2.5, -5
> Cc1cc(C)n(CC(=O)c2ccc(Cl)cc2)n1
    1, 7, -23, -1, -4, -4, -0.4, -0.6, -8
> COc1cc(C(=O)c2cc3c(cc2C)OCO3)cc(OC)c1OC
    /, 3, -27, 0, 4, /, /, /, 2
> CCOc1ccc(N(CC(=O)N2CCN(Cc3ccccc3)CC2)S(C)(=O)=O)cc1
    -4, 6, -22, 1, -12, -1, -0.6, -0.3, -1
> Cc1ccc(NC(=O)Cn2nc(C)cc2C)cc1
    -1, 9, -14, 8, -10, -5, 1.2, 0.4, 3
> Cc1nc2sc(C(c3ccccc3)N3CCC(O)CC3)c(O)n2n1 (configuration not stated)
    1, -3, 11, 1, -16, -17, 0.1, 0.7, -2
> CCOC(=O)c1nc(N)c(=O)n(-c2ccc(C)cc2)n1
    -11, 9, 4, 0, -4, -3, -0.2, -0.5, -1
> CCOC(=O)N1CCC(NC(=O)C2CCN(c3nc(-c4ccc(OC)cc4)no3)CC2)CC1
    -16, 2, -10, 4, 4, -18, 3.3, 2.6, -3
> Cc1cccc(NC(=O)C2CCCN(C(=O)NC3CCCCC3)C2)c1C (configuration not stated)
    -1, -2, -3, 8, -1, 5, -0.4, -0.4, -4
> COc1cc(NC(=O)CN2C(=O)NC3(CCOc4ccccc43)C2=O)cc(OC)c1 (configuration not stated)
    -13, 11, -13, 10, -10, -1, 0.4, -0.2, -2
> O=C(/C=C/c1ccccc1)NCC(=O)N/N=C/c1cccs1
    -5, 8, -14, 14, -14, -5, 0.9, -0.8, 0
> O=C1c2ccccc2NC(c2ccco2)N1NS(=O)(=O)c1ccccc1 (configuration not stated)
    -21, 3, 11, 8, 1, -19, 1.2, -1.0, -7
> CC(C)(C)Cc1c(-c2ccc(Cl)cc2)nc2c(Cl)cc(C(F)(F)F)cn12
    /, 0, -40, 2, -26, /, /, /, -1
> O=C(O)c1cc(N/N=C/C=C/c2ccccc2[N+](=O)[O-])ccc1Cl
    7, 0, -3, -1, -10, 0, -0.3, -0.8, -1
> Nc1nc(CSC(=S)N2CCOCC2)nc(Nc2ccc(F)cc2)n1
    -6, 6, 0, 0, -10, -8, 1.6, -2.7, -3
> CCNc1nc(NC(C)C)nc(N(C#N)Cc2ccccc2)n1
    -33, -2, -12, 24, 6, -7, 0.5, 2.0, -6
> O=C1[C@@H]2Cc3c([nH]c4ccccc34)C(c3cccc([N+](=O)[O-])c3)N2C(=O)CN1C1CCN(Cc2ccccc2)CC1 (some centres not stated)
    15, 0, 26, 9, 4, -6, 5.3, 2.0, -10
> O=C(C1=C[C@@H](c2ccc(C(F)(F)F)cc2)C[C@@H](OCCCCO)O1)N1CCN(Cc2ccccc2)CC1
    -22, 7, 1, 6, 2, -5, 0.8, -0.1, -4
> CC1CCN(c2ccc(NC(=S)NC(=O)c3ccco3)cc2)CC1
    -12, 8, 17, 11, -7, -6, 1.0, 0.0, -1
> COCCCNS(=O)(=O)c1ccc2[nH]c3c(c2c1)CCCCC3
    -2, -2, 0, 3, 1, -17, 9.7, 7.0, 2
> Cc1ccc(C)c(NS(=O)(=O)c2cc(C(=O)NCCSC3CCCCC3)ccc2C)c1
    -9, 2, 30, 2, -36, -6, 0.6, -1.7, -1
> CCOC(=O)CC(=O)Nc1ccn[nH]1
    -2, -12, -30, 3, 22, -3, -0.5, 0.4, 0
> CC(C)OC(=O)c1ccc(COC(=O)c2cnccn2)cc1
    6, 13, 0, 7, -7, 4, 2.9, 0.8, -8
> O=C(OCc1ccccc1)N1CCC2CC1c1cc(NCCc3ccccc3)ccc12 (configuration not stated)
    /, -2, 8, 0, -3, /, /, /, -5
> COC(=O)c1ccc(C(=O)OC)c(NC(=S)N2CCCCC2C)c1 (configuration not stated)
    -9, 10, -5, 1, -9, -2, 0.4, -1.0, -9
> CCN(C(=O)CSc1nc(N)cc(N)n1)C1CCS(=O)(=O)C1 (configuration not stated)
    -10, 8, -14, 0, -1, 4, 1.2, 1.4, -2
> O=C1C=C(C2OC(CO)C(O)C2O)C(=O)N1 (configuration not stated)
    /, 5, -2, 2, -16, /, /, /, -1
> COc1ccc(NC(=O)CCNC(=O)N2CC(=O)Nc3ccccc32)cc1
    /, 9, -10, 0, -12, /, /, /, -3
> CCc1cccc(NC(=O)C2CCCN(S(=O)(=O)c3cnc[nH]3)C2)c1 (configuration not stated)
    3, 1, -15, 1, -2, -1, -0.3, 0.7, -1

In another format: 4 of the compounds above
> CCOc1ccc(N(CC(=O)N2CCN(Cc3ccccc3)CC2)S(C)(=O)=O)cc1
  CHO parental Ca: -4
  CHRM1 PAM: 6
  TAAR1 antag: -22
  TAAR1 ag: 1
  M1 antag: -12
  OXTR potentiator: -1
  V1R ag counter: -0.6
  OXTR agonist: -0.3
  CHRM1 agonist: -1

> Cc1ccc(NC(=O)Cn2nc(C)cc2C)cc1
  CHO parental Ca: -1
  CHRM1 PAM: 9
  TAAR1 antag: -14
  TAAR1 ag: 8
  M1 antag: -10
  OXTR potentiator: -5
  V1R ag counter: 1.2
  OXTR agonist: 0.4
  CHRM1 agonist: 3

> Cc1nc2sc(C(c3ccccc3)N3CCC(O)CC3)c(O)n2n1 (configuration not stated)
  CHO parental Ca: 1
  CHRM1 PAM: -3
  TAAR1 antag: 11
  TAAR1 ag: 1
  M1 antag: -16
  OXTR potentiator: -17
  V1R ag counter: 0.1
  OXTR agonist: 0.7
  CHRM1 agonist: -2

> CCOC(=O)c1nc(N)c(=O)n(-c2ccc(C)cc2)n1
  CHO parental Ca: -11
  CHRM1 PAM: 9
  TAAR1 antag: 4
  TAAR1 ag: 0
  M1 antag: -4
  OXTR potentiator: -3
  V1R ag counter: -0.2
  OXTR agonist: -0.5
  CHRM1 agonist: -1

Next section.
Each structure is followed by: CHO parental Ca, CHRM1 PAM, TAAR1 antag, TAAR1 ag, M1 antag, OXTR potentiator, V1R ag counter, OXTR agonist, CHRM1 agonist
> CN(C)c1ccc(CC(=O)N2CCCC(c3cc(C(=O)Nc4ccc5c(c4)OCO5)no3)C2)cc1 (configuration not stated)
    /, -7, 1, 2, -7, /, /, /, -5
> CCOc1ccc(C(=O)NCC(=O)OCCCC(=O)c2ccc(F)cc2)cc1OCC
    -23, 2, 1, 17, 3, -5, 0.6, -1.2, -2
> O=C(NNc1ccc(Cl)cc1)c1c(F)cccc1Cl
    -11, 1, -18, 5, 9, 0, -0.2, 2.1, 0
> COc1cc(/C=C2/CCC/C(=C\c3cc(O)c(OC)c(Cl)c3)C2=O)cc(Cl)c1O
    -7, 10, 58*, 12, -13, -26, 2.0, 1.4, -1
> Cc1ccc2nc(-c3ccccc3)c(CC3CCCCC3)n2c1
    /, -1, 0, -2, -30, /, /, /, -6
> COc1cccc(-c2cc(C(=O)N3CCc4ccccc4C3)[nH]n2)c1
    9, 2, -4, 0, -2, -9, -1.1, -1.3, -1
> COC(=O)c1cc(C(=O)NNC(=O)c2ccc3c(c2)OCO3)cc([N+](=O)[O-])c1
    -11, 10, -9, 0, -14, -7, 0.2, 0.1, -1
> Cc1cccc(OCC(=O)N/N=C/C=C/c2ccco2)c1
    -26, 10, 14, -1, -7, -3, -1.1, -0.2, -7
> CCN1CCN(c2ncc(C(=O)Nc3cc(Cl)ccc3OC)c3ccccc23)CC1
    -6, -23, 5, 3, 58*, -5, 3.3, 5.7, -5
> CC1(C)C2CCC(C2)C1(C)NC(=O)CNC1CCCCC1 (configuration not stated)
    -14, 1, -4, 4, 5, -13, -0.2, 0.3, -4
> C=CCN1C(=NC(=O)CCC(=O)O)SC2CS(=O)(=O)CC21 (configuration not stated)
    -1, 1, -20, -2, 0, 2, -0.1, 1.2, -3
> Cc1c(O)c(CN2CCCCC2)cc2c1oc(=O)c1ccccc12
    -15, 2, 0, 8, -2, -4, -0.4, -0.3, -5
> COc1cc(NC(=O)CNc2ccc(Cl)c(S(=O)(=O)N3CCOCC3)c2)cc(OC)c1
    -9, -3, 14, 7, 3, -10, 7.1, 10, 0
> C/C(=N\NC(=O)C1CC1)c1ccccc1Br
    /, 8, -4, 1, -13, /, /, /, -3
> O=[N+]([O-])c1ccc(Cl)c(CN2CCN(c3ncccn3)CC2)c1
    -15, 15, -6, 2, -27, -1, -0.1, -2.8, -8
> CCCn1c2ccccc2c2cnn(CC(=O)N3CCOCC3)c(=O)c21
    -11, 0, -15, 2, 3, -8, 1.2, -0.1, -3
> CCOc1cc(C(=O)N=c2sccn2C)cc(Br)c1OC
    -14, 1, 0, -1, -5, 4, 0.1, -1.8, -3
> CCC(=O)N1CCN(c2ccc(NC(=O)c3ccccc3)cc2)CC1
    -4, -1, 8, 2, 1, 0, 0.6, 0.5, -6
> O=C(Nc1ccc(S(=O)(=O)N2CCCC2)cc1)c1c(F)cccc1F
    -8, 4, 11, 0, -10, -11, 1.4, 1.1, -6
> O=C(Cn1nc(Cc2cccnc2)c2ccccc2c1=O)NCc1ccc2c(c1)OCO2
    -13, 3, -3, -1, -10, 1, -0.5, -1.4, -4
> COc1cccc(NC(=O)CNC(=O)c2ccc(C)cc2)c1
    6, 6, 11, -1, -3, -4, 0.1, -0.6, -6
> CSc1nc2nc(Cl)c(Cl)nc2[nH]1
    /, 0, -4, 2, -8, /, /, /, 1
> CCN(CC)S(=O)(=O)c1ccc(NC(=O)CCC2CCCCC2)cc1
    9, -3, 7, 9, -38, -13, -0.4, -1.2, -2
> C=CCN(c1ccc(OC)cc1)S(=O)(=O)c1ccc(Cl)c(C(=O)OCC(=O)NC2CC2)c1
    -32, -9, 7, 2, 9, -10, 0.6, -1.1, -9
> COc1ccc(OC)c(/C=C2/Sc3ccccc3C2=O)c1
    37*, -14, 61*, 74*, 31, -14, 28*, 24*, 25*
> COCCN1CCN(Cc2cn[nH]c2-c2cc3ccccc3o2)CC1
    -6, 12, -5, 1, -4, -1, 0.1, 0.3, -11
> CCCC(=O)N/C(N)=N/c1nc2ccccc2o1
    10, -1, -29, 3, -7, -2, 0.3, -0.5, -1
